NPSR antagonist = qHTS Assay for Antagonists of the Neuropeptide S Receptor: cAMP Signal Transduction | Q6W5P4 | CHO-NPSR cells, cAMP TR-FRET, antagonist mode | Potency, µM (titrated, usually from 38.3 µM), inactives show at the highest dose activity change, negative = inhibition, most hits filed as inhibitors | hit rate 1% among 220,000; further: potency means the concentration at half of the fitted maximal effect; on the % scale 0 is the no-effect control and ±100 the full control effect; nearly all actives have a fitted effect of over 50% in size; many of its hits are not listed in these tables
Tau fibril FP = qHTS for Inhibitors of Tau Fibril Formation, Fluorescence Polarization | K18 P301L tau heparin fibrillization, Alexa594 FP, 6 h | Potency, µM (doses to about 57.7 µM), for the others: at the top dose activity, negative = inhibition, usual class: inhibitors | hit rate 0.39% among 280,000; further: potency means the concentration at half of the fitted maximal effect; on the % scale 0 is the no-effect control and ±100 the full control effect; nearly all actives have a fitted effect of over 55% in size
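K18 P301L tau (15 uM unlabeled/0.24 uM Alexa 594-labeled, final) + compound + heparin 20 uM final; 100 mM NaOAc pH 7; 6 hr 37 C; ThT 30 uM final added, 1 hr RT; FP ex 555/em 632 nm.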
TexasRed fluor = Total Fluorescence Counterscreen for Inhibitors of the Interaction of Thyroid Hormone Receptor and Steroid Receptor Coregulator 2. TRb/SRC2 Texas Red total fluorescence interference. Potency, µM (top dose mostly 106 µM), for inactives: at the highest dose fluorescence change, negative = quenching. hit rate 0.29% among 280,000. AID 1479, 2009; active means well fitted curve in either direction with a large enough effect; inconclusive means small, poorly fitted or top-dose-only effect; further: potency means the concentration at half of the fitted maximal effect; on the % scale 0 is the no-effect control and ±100 the full control effect
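Flags fluorescent or light-absorbing compounds by total fluorescence, S + 2P, at 555 nm excitation and 632 nm emission. Mixture: 20 nM Texas Red SRC2 peptide, 0.6 uM human TRb LBD, 1 uM T3, 5% DMSO; compound exposure 5 h at ambient temperature.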
GLA spleen mod = qHTS Assay for Inhibitors and Activators of Human alpha-Galactosidase From Spleen Homogenate; Alpha-galactosidase A (Homo sapiens), P06280; human spleen homogenate, 4MU-alpha-Gal fluorescence, 40 min; hit rate 0.008% among 240,000; Potency, µM (titrated, usually from 80 µM), without a hit: top-dose activity change, negative = inhibition, actives largely listed as inhibitors;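 further: potency means the concentration at half of the fitted maximal effect; 0% = enzyme with vehicle and -100% = no enzyme basal signal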
Target sequence (P06280 32-429 limits assumed): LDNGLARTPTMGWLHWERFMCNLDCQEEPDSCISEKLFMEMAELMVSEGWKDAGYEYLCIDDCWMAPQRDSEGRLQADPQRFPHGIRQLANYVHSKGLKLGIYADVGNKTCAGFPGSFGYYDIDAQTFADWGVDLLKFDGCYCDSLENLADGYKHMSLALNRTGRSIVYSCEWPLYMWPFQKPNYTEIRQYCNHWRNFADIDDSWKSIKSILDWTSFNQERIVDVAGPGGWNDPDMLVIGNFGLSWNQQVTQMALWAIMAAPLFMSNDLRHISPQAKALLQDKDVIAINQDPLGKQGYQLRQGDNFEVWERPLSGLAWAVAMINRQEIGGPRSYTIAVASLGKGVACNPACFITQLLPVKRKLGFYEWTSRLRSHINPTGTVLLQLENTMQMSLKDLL
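Human spleen homogenate (1 ug) was the enzyme source, with 4-methylumbelliferyl-alpha-D-galactopyranoside (1 mM final) in pH 5.0 citrate buffer with 0.01% Tween-20. Compounds were titrated; after 40 min at 37C, NaOH/glycine stop, 4-MU fluorescence read; AC50 from Hill fits.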
Tau fluor cs = Counterscreen qHTS for Inhibitors of Tau Fibril Formation, Fluorescence Polarization. tau K18 P301L (four-repeat tau fragment) Alexa594 fluorescence, heparin fibrillization. Potency, µM (highest dose often 57.7 µM), for the others: top-dose activity change, negative = decrease. hit rate 0.93% among 280,000. AID 1463, 2008; further: potency means the concentration at half of the fitted maximal effect; on the % scale 0 is the no-effect control and ±100 the full control effect; nearly all actives have a fitted effect of over 55% in size
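Human K18 P301L tau (15 uM unlabeled plus 0.24 uM Alexa 594-labeled, final) in 100 mM sodium acetate pH 7 was mixed with compound and 20 uM heparin and incubated 6 hr at 37 C.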
TRb-SRC2 inh = qHTS for Inhibitors of the Interaction of Thyroid Hormone Receptor and Steroid Receptor Coregulator 2; Thyroid hormone receptor beta (Homo sapiens), P10828; TRbeta-SRC2 peptide binding, fluorescence polarization; receptor liganded with 1 µM T3; Potency, µM (titrated, usually from 106 µM), for inactives: at the highest dose activity change, negative = inhibition, usual class: inhibitors; hit rate 0.065% among 280,000;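 further: potency means the concentration at half of the fitted maximal effect; plate controls were bound peptide for no effect and peptide without receptor for full effect; nearly all actives have a fitted effect of over 50% in size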
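Read-out is fluorescence polarization (555 nm excitation, 632 nm emission) of a Texas Red SRC2 coactivator peptide; loss of signal reflects blocked binding to human TRb ligand-binding domain in the presence of 1 uM T3.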
CBFb RUNX1 block = qHTS Assay for Compounds Blocking the Interaction Between CBF-beta and RUNX1 for the Treatment of Acute Myeloid Leukemia; Runt-related transcription factor 1 (Homo sapiens) + Core-binding factor subunit beta …; AlphaScreen CBFb-His/RUNX1-biotin binding, biochemical; Potency, µM (titrated, usually from 59.8 µM), for the others: top-dose activity, negative = inhibition, most hits filed as inhibitors; 230,000 tested, under 10 active; AID 1477, 2009; further: % of control where 0% means no effect
Target sequence (Q01196 whole entry, looked up): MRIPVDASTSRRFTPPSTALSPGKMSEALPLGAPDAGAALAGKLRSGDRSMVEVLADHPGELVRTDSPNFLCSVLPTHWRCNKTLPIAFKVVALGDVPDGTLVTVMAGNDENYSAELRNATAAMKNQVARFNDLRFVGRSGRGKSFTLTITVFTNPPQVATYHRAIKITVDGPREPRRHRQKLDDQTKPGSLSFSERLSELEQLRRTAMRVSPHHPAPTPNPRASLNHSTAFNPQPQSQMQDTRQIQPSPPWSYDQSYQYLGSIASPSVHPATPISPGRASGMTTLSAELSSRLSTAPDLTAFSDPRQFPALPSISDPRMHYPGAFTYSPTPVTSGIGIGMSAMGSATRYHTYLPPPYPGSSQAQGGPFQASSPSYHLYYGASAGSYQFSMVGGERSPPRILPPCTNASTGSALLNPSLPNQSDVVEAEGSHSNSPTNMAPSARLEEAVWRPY
Target sequence (Q13951 whole entry, looked up): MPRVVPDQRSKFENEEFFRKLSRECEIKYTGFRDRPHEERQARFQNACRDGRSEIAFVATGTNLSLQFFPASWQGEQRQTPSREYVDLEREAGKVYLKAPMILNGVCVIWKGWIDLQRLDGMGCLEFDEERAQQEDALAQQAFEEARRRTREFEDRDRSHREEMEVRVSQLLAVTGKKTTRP
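Bead-based AlphaScreen assay; binding partners His-tagged CBF-beta and biotinylated RUNX1 at 30 nM each. Compound exposure 15 min after a 20-min protein preincubation; bead step 90 min; all steps at room temperature.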
Epigenetic derep = Quantitative High-Throughput Screen for Regulators of Epigenetic Control. AID 1865, 2009. hit rate 0.2% among 280,000. Potency, µM (highest dose often 53.9 µM), for inactives: at the highest dose GFP activation, usual class: activators. murine LDR cells, GFP reporter derepression, 30 h; further: potency means the concentration at half of the fitted maximal effect; % of control where 0% means no effect; nearly all actives have a fitted effect of over 60% in size
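Murine LDR cells bearing a silenced CMV-driven GFP reporter were exposed to compound for 30 h at 37 C. After PBS washes, GFP-positive cells (20-120 um objects) counted by laser-scanning microplate cytometry.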
The depositor's hits bear a star; ? = inconclusive; . = not tested or not shown; [ ] = remark or other dose. Unless noted, the call rests on the fitted dose curve; in most records, active means well fitted curve in the direction sought with a large enough effect; inconclusive means small, poorly fitted or top-dose-only effect, or another doubt; inactive means no such curve, though single readings can be large; an effect the other way counts as inactive or inconclusive. Not all compounds are listed; count on the stated rates, not on these rows.

SMILES	NPSR antagonist	Tau fibril FP	TexasRed fluor	GLA spleen mod	Tau fluor cs	TRb-SRC2 inh	CBFb RUNX1 block	Epigenetic derep
Cc1c(Cl)cnc(NC(=O)COC(=O)c2cccc(S(=O)(=O)N3CCc4ccccc4C3)c2)c1Cl	-5%	-2%	7%	-4%	-23%	-1%	?	0.0%
CC(=O)O[C@@H]1[C@H](OC(=O)CC(C)C)c2c(ccc3ccc(=O)oc23)OC1(C)C	-9%	-2%	-2%	-2%	-8%	1%	7%[2.36 µM]	0.6%
C[C@H](N)C(=O)O	.	-2%	0%	-5%	-10%	5%	0%[21.7 µM]	0.8%
O=C1C(Cl)=C(Nc2ccccc2)C(=O)c2ccccc21	?	?	3%	7%	3.5µM*[quencher]	-7%	6%	-1.8%
CCc1ccc(-n2nc(C)c3c(C(=O)NCCc4ccc(OC)c(OC)c4)cc(C)nc32)cc1	.	2%	2%	.	-29%	3%	.	-1.3%
O=C(NCCCN1CCN(c2ccccc2F)CC1)C1CCC(=O)N1C1CCCCC1 (stereo not given)	8%[46.1 µM]	-3%	-2%	-2%	-2%	-12%	5%	-0.9%
CC(=O)c1ccc(Nc2cc(C)nc3nc(Cc4ccc(Cl)cc4)nn23)cc1	.	-13%	0%	.	-10%	-8%	.	-2.3%
CC(=O)Nc1sc(NC(=O)c2ccc(C)cc2)nc1-c1cccs1	-10%[46.1 µM]	11%	-7%	6%	-14%	-20%	-2%	-1.0%
COc1ccc(S(=O)(=O)NCc2ccc3c(c2)OCO3)cc1C	-7%[46.1 µM]	?	-1%	-1%	-12%	-6%	-3%	1.4%
CCOc1ccc2oc(=O)cc(C)c2c1	0%[46.1 µM]	1%	-4%	5%	-6%	-6%	-3%	1.0%
COc1cc(NC2c3ccccc3C(=O)N2Cc2ccc3c(c2)OCO3)cc(OC)c1 (stereo not given)	-36%	-3%[0.0958 µM]	0%	?	7%[0.0958 µM]	-2%	5%	3.1%
CCOC(=O)c1ccc(Nc2c(-c3ccc(O)cc3)nc3nc[nH]n23)cc1	.	-1%	-2%	.	?	3%	.	-1.3%
O=C1CC(c2ccccc2)CC(O)=C1C=NCCc1ccccc1 (stereo not given)	-10%	2%	0%	-7%	-16%	-1%	1%	0.8%
C=CCN1C(=O)SC(Cc2cccc(OC)c2O)C1=O (stereo not given)	9%	-6%	-3%	0%	-3%	4%	4%	-0.4%
COc1ccc(-c2nc(-c3ccccc3)ncc2S(C)(=O)=O)cc1	-17%	-4%	-1%	8%	1%	-3%	1%	2.2%
O=C(Cc1ccccc1)NCc1ccc2c(c1)OCO2	-9%[46.1 µM]	-6%	0%	5%	-9%	13%	-2%	11%
Cc1c(C(=O)Nc2ccncc2)oc2c1C(=O)CC(C)(C)C2	-8%[46.1 µM]	0%	0%	-1%	3%	3%	5%	-0.8%
N#Cc1ccc(C(=O)Nc2cc(S(=O)(=O)Nc3ccc(Cl)cc3)ccc2N2CCCCC2)cc1	-29%	-13%	1%	-11%	-23%	6%	-1%	13%
CCOc1ccccc1NC(=O)CSc1nnnn1-c1ccc(C(=O)OC)cc1	-9%[46.1 µM]	-11%	-5%	-6%	-8%	-2%	-5%	-1.0%
CCOC(=O)c1cc2oc(C)cc2n1CC(=O)OC1CCCCC1	2%[46.1 µM]	-3%	-2%	6%	-8%	-6%	4%	-0.2%
CSc1cccc(-n2c(C)cc(C(N)=O)c2C)c1	-11%[46.1 µM]	-3%	-1%	-5%	4%	-12%	-12%	1.3%
CN(C)S(=O)(=O)c1ccc(NC(=O)c2cccnc2)cc1	-7%[46.1 µM]	4%	-1%	-5%	-13%	1%	2%	1.8%
COCCNC(=S)NC12CC3CC(CC(C3)C1)C2	-7%[46.1 µM]	-4%	-3%	-3%	-9%	-17%	-2%	-1.0%
Cc1nc2ccccc2c(=O)n1NCc1cccs1	-5%[46.1 µM]	-9%	-8%	-24%	-3%	-3%	-1%	1.3%
Cc1ccc2c(c1)c1c(n2C)C(=O)CCC1	10%[46.1 µM]	2%	-4%	6%	-9%	6%	15%	-1.6%
CCSC1=C(C#N)C(c2cccc(OC)c2)CC(=O)N1 (stereo not given)	-7%[46.1 µM]	2%	3%	-5%	-1%	-4%	4%	0.0%
Cc1ccc(S(=O)(=O)Nc2cccc(-c3ccc(N4CCCC4)nn3)c2)c(C)c1	.	-5%	0%	.	-12%	7%	.	5.1%
CCCS(=O)(=O)c1c(S(=O)(=O)CCC)c2cnccn2c1C(=O)c1ccc(F)cc1	-4%[46.1 µM]	3%	-3%	7%	-3%	-5%	11%	0.0%
CC1CCN(S(=O)(=O)N2CCC(C(=O)NCc3cccs3)CC2)CC1	-26%[46.1 µM]	-2%	2%	3%	-3%	-18%	1%	1.0%
CCC(CO)NC(=O)C(=O)Nc1c2c(nn1-c1ccc(F)cc1)CSC2 (stereo not given)	.	-7%	-1%	.	-14%	-1%	.	7.4%
COc1cccc(CS(=O)(=O)c2nnnn2C2CCCCC2)c1	.	6%	-1%	-13%	-2%	8%	-9%	-1.1%
COc1ccccc1Nc1ncc(C(=O)N2CCN(Cc3ccc(OC)c(OC)c3OC)CC2)c2ccccc12	-29%	4%	2%	6%	-11%	4%	18%	1.4%
CCOc1ccc(CCNC(=O)C2CCN(c3nn4c(=O)cc(C)nc4s3)CC2)cc1OCC	-10%[46.1 µM]	1%	-3%	6%	-7%	4%	?	-3.6%
O=C(NCC(c1ccc2c(c1)OCO2)N1CCN(c2ccccc2)CC1)C(=O)Nc1ccccc1 (stereo not given)	.	-1%	-6%	.	-26%	7%	.	2.5%
CCC(=O)NCCc1nc2ccccc2n1Cc1ccccc1	1%[46.1 µM]	9%	-2%	0%	1%	-7%	6%	-1.0%
Nc1ccc(/C=C/c2ccc3ncccc3c2)cc1	-25%	-6%	-13%	11%	-29%	-8%	5%	5.2%
COc1ccc(C(=O)Nc2ccc(S(=O)(=O)NC(C)=O)cc2)cc1[N+](=O)[O-]	10%	-5%	-3%	-6%	-8%	-10%	3%	2.2%
O=C1CC(c2ccccc2)Cc2nc3ncnn3cc21 (stereo not given)	1%[46.1 µM]	3%	0%	11%	-1%	-19%	4%	-2.0%
C#CCOc1ccc(/C=N/NC(=O)c2cccnc2)cc1OCC	1%	-5%	-3%	-6%	-3%	-1%	-5%	-1.1%
COc1cc(C)ccc1OCCSc1nc2ccc(NC(C)=O)cc2s1	.	25µM*	-21%	.	?	2%	.	6.5%
O=C(NNc1cccc(Cl)n1)Nc1ccc(F)cc1	6%	0%	0%	-16%	-6%	-1%	5%	-1.5%
CC(=O)c1cccc(NC(=O)C2CCCN2S(=O)(=O)c2cccc3cccnc23)c1 (stereo not given)	-11%[46.1 µM]	-11%	-6%	0%	-18%	-7%	2%	-0.2%
CCn1c(=O)c(C(=O)CN2CCN(S(=O)(=O)c3ccc(C)cc3C)CC2)c(N)n(Cc2ccccc2)c1=O	-17%	6%	-1%	5%	-20%	2%	-9%	-1.8%
CCOc1ccc(-n2c(SCC(N)=O)nnc2-c2cccnc2)cc1	-24%	0%	0%	6%	-2%	-5%	-1%	-1.6%
COc1ccc(Cn2ccc3nc(C)c(C(=O)Nc4ccc(OC)cc4OC)cc3c2=O)cc1	.	5%	7%	.	-6%	10%	.	2.9%
O=C(CO/N=C/c1ccc(OC(F)F)cc1)NCc1ccco1	4%	3%	-4%	-1%	-8%	1%	5%	-0.4%
CCOC(=O)c1ccc(NC(=O)c2n[nH]c(=O)c3ccccc23)cc1	15%	3%	3%	-19%	9%	-7%	4%	-0.3%
CCCCNC(=O)c1onc(CSc2ccc(OC)cc2)c1C(=O)O	-2%[46.1 µM]	3%	-4%	3%	2%	0%	2%	-1.0%
Cn1cc(C(=O)c2cccc(Cl)c2)cc1C#N	3%	-1%	0%	0%	-2%	-7%	0%	3.4%
CCOc1ccc(NC(=O)C2CCN(c3nnc(-n4c(C)ccc4C)s3)CC2)cc1	.	-7%	-1%	.	0%	11%	.	-4.5%
NC(=S)Nc1cccc2[nH]ncc12	7%	7%	-2%	-1%	3%	-5%	23%	-0.1%
O=C(COC(=O)[C@H](Cc1ccccc1)NS(=O)(=O)c1ccccc1F)NC1CCCCC1	-18%[46.1 µM]	7%	2%	6%	-7%	-20%	4%	-9.2%
COc1cc(NC(=O)CSc2nccc(C)n2)c(C(=O)O)cc1OC	-21%[46.1 µM]	1%	3%	6%	-9%	-8%	4%	5.2%
CCOC(=O)COc1c(C(=O)OC)sc2ncccc12	6%	3%	-2%	4%	7%	-5%	?	-1.3%
CCC(=O)N1c2ccccc2CC1C(=O)NCc1ccc(OC(C)C)cc1 (stereo not given)	.	-5%	-1%	.	0%	-4%	.	-2.4%
COc1ccc(OC)c(CCNC(=O)Cn2nc(C)n3c(cc4sccc43)c2=O)c1	.	1%	-11%	.	-13%	-6%	.	0.0%
C#CCNC(=O)c1cccn1-c1ncc(C(F)(F)F)cc1Cl	3%	0%	-1%	4%	3%	-4%	5%	7.9%
O=C(CN1C(=O)COc2ccccc21)Nc1ccc2c(c1)OCCO2	-9%[46.1 µM]	4%	2%	3%	0%	0%	0%	-0.2%

High-throughput results: PubChem, National Center for Advancing Translational Sciences (NCATS)
